HSP90 inh = HSP90 refolding inhibition in rabbit reticulocyte lysate; 290,000 tested, 0.91% active; inhibition, % at 5.6 µM; luciferase refolding luminescence, 3 h; AID 1789;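 active = inhibition above the screen-wide mean plus 3 SD, computed separately per campaign, cut at about 16% in these data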;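 also: 0% = DMSO wells and 100% = 60 µM geldanamycin wells; inhibitors lower the luminescence because luciferase stays unfolded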
GSK3A inh = blocks human GSK-3 alpha kinase | 320,000 tested, 0.1% active | AID 2650 | ADP-Glo luminescence, 60 min | inhibition, % at 10 µM;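 in the data active = inhibition above about 50%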;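 also: GST-tagged GSK-3 alpha with peptide substrate and 25 µM ATP; 0% = DMSO neutral wells and 100% = GW8510 positive control wells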
Target sequence (P49840 whole entry, looked up): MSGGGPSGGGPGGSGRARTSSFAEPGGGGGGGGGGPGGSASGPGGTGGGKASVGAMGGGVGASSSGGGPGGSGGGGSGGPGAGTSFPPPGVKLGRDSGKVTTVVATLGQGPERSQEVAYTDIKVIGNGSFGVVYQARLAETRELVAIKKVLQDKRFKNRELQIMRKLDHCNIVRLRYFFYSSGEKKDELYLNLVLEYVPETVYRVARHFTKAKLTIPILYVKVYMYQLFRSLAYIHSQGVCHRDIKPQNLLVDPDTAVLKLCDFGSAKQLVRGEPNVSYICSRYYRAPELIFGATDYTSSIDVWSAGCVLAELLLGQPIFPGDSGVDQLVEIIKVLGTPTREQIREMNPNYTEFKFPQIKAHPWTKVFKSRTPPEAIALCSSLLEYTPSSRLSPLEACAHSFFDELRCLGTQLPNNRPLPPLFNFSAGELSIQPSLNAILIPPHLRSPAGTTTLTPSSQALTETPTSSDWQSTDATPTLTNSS
HSF1 activator = increases HSF-1 driven luciferase reporter signal. NIH3T3-HGL HSF-1 luciferase reporter, MG132, 8 h; 100% = twice DMSO control signal. activation, % at 9 µM. 300,000 tested, 1.7% active. AID 504408;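 active = mean replicate activation of at least 50% with a set share of replicates each reaching 50%; inconclusive = only one of those two conditions met; inactive = mean below 50% and too few replicates reaching it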;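 also: 0% = median of the neutral control wells and 100% = twice that signal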
aSyn 5UTR inh = MLPCN primary screen, SNCA 5' untranslated region | alpha-synuclein 5'UTR reporter, inhibitor activity | inhibition, % (tested at 7.5 µM) | 300,000 tested, 0.82% active | AID 1813; in the data active = inhibition above about 60%; inconclusive = no clear call, values can overlap the other calls;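 also: H4 neuroglioblastoma cells stably carrying SNCA 5'UTR luciferase fusion; 0% = DMSO wells and 100% = positive control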
GSK3B inh = blocks human GSK3beta kinase activity; P49841; GST-GSK3beta kinase, ADP-Glo luminescence, 60 min; hits give low values; activity score (negative = inhibition), % at 10 µM; 300,000 tested, 0.038% active;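 active = more than half of replicate wells score below -50%, meaning over 50% inhibition versus plate controls; inconclusive = some replicates but at most half score below -50%; inactive = no replicate scores below -50%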;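 also: 0% = median DMSO wells and -100% = median GW8510 positive control wells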
Target sequence (P49841 whole entry, looked up): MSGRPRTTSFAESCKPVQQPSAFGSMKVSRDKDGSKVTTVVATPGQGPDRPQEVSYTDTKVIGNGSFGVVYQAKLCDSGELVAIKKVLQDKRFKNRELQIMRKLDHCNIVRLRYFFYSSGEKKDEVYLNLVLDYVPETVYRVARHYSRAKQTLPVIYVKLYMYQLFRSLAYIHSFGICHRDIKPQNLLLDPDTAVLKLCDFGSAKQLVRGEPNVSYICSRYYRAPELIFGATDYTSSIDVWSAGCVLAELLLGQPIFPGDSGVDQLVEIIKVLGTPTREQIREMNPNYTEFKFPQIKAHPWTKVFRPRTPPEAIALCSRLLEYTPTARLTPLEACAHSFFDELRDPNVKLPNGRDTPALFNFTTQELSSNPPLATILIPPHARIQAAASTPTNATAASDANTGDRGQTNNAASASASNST
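Test system: GST-fused GSK3beta enzyme, cell-free | Quantity: 1.6 ng GST-GSK3beta enzyme per well | Reagent: 25 µM ATP with peptide substrate | Schedule: 60 min enzyme reaction, room temperature | Signal: Luminescent ADP-Glo measurement of ADP formed | Read-out basis: Score relative to plate controls | Control set: DMSO and 20 µM GW8510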
HSF1 inhib = HSF1 inhibition; 300,000 tested, 0.77% active; activity change, negative = inhibition, % at 7.5 µM (by protocol); NIH3T3-HGL HSE-luciferase, MG132-induced, luminescence 8 h; hits give low values; AID 2098;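 active = more than half of replicate wells show activity change below -50%, luminescence cut by over half; inconclusive = some wells, but at most half, below -50%; inactive = no replicate well below -50%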;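 also: luciferase reports HSF-1 transcriptional activity via heat shock element; 0% = median of DMSO wells and -100% = zero luminescence signal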
KLF5 inh = inhibitors of KLF5 expression. AID 1700. 290,000 tested, 0.23% active. inhibition, % at 5 µM. DLD-1 KLF5 promoter-luciferase reporter, luminescence;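 active = inhibition above a per-plate limit of that plate's mean compound inhibition plus 3 SD, cut at about 60% in these data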;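 also: 0% = DMSO wells and 100% = LY294002 at 200 µM; higher means less KLF5 promoter-driven luciferase light; inactives centre near -14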
PolyA inhibitor = yeast polyadenylation inhibition | 300,000 tested, 0.02% active | calls only at 12 µM | S. cerevisiae SKY197-pL101 polyadenylation reporter, beta-gal luminescence; efflux-impaired pdr1/pdr3 knockout yeast; score 100 = 6 SD above DMSO;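 active = lowest replicate activity score at least 50, where 100 means six control SD above control mean; inconclusive = lowest score under 50 but half or more replicates reach 50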;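 also: yeast exposed to compound for 9 h at 30 °C; higher score means more reporter readthrough which indicates perturbed polyadenylation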
AI-2 QS modul = Vibrio harveyi AI-2 quorum sensing modulation; 300,000 tested, 0.4% active; activity change, % at 7.5 µM; Vibrio harveyi JMH597 AI-2 luminescence/OD600 ratio, 9 h; hits give low values; strain lacks LuxN and CqsS sensors; 0 = neutral-control median; in the data active = activity change below about -75%, passing the limit was not always enough; inconclusive = no clear call, values can overlap the other calls;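 also: luminescence divided by OD600 gain over 9 h not by final OD600 alone; inactives centre near 13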
IEC-6 tox = IEC-6 cytotoxicity, counter-screen for KLF5 inhibitors; inhibition, % at 5 µM; AID 1825; 290,000 tested, 0.78% active; luminescence viability; in the data active = inhibition above about 22%;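 also: 0% = plate median of test compound wells and 100% = cytotoxic reference compound wells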
* = called active by the depositor; i = inactive; ? = inconclusive; . = no result given. Only part of the results is shown. The share of hits here may be higher or lower than overall.

Values run as follows: KLF5 inh	HSF1 activator	AI-2 QS modul	IEC-6 tox	HSP90 inh	HSF1 inhib	GSK3B inh	PolyA inhibitor	GSK3A inh	aSyn 5UTR inh
CC(=O)N/N=c1\sc2ccccc2n1C
→ -15.3	8.3	11.9	-2.4	3.2	6.4	-3.4	i	-0.9	-18.5
Cn1c(SCC(=O)Nc2ccc3c(c2)OCCO3)nnc1-c1ccco1
→ -41.6	-5.5	10.8	-2.8	-3.1	-0.8	2.7	i	-0.5	-12.1
CC(C)c1ccc(OCC(=O)N2CCCCCC2)c(Br)c1
→ -12.6	101.1*	20.1	4.9	-4.4	60.8	0.3	i	-2.2	-132.0
Cn1c(=O)n(CC(N)=O)c(=O)c2c1nc(Br)n2Cc1ccccc1
→ -25.1	-9.2	10.0	-3.4	-1.6	-3.0	0.6	i	-8.0	-18.1
C=CCn1c(O)c(N=NC(=S)Nc2cccc(C)c2)c2ccccc21
→ -14.2	-27.2	39.0	20.3	-1.3	-18.1	1.4	i	-0.2	93.6*
C/C(=N\NC(=O)C(O)c1ccccc1)c1ccc(C)s1 (stereo unspecified)
→ .	7.5	-2.1	.	.	-2.7	-0.9	i	-0.8	0.5
O=C(O)CCSc1nnc(-c2ccccc2)n1-c1ccccc1
→ -25.7	14.9	14.7	-3.8	-1.7	3.7	0.4	i	2.5	22.9
OCCC1CN(Cc2ccc3nonc3c2)CCN1Cc1ccsc1 (stereo unspecified)
→ -11.8	24.6	4.3	-3.4	-3.7	-0.5	1.4	i	-1.2	-28.6
COc1cccc(C(=O)Nc2cc3c4c(c2)CC(=O)N4CCC3)c1
→ .	19.8	-7.3	.	.	13.1	2.4	i	0.0	-34.4
Cc1cc2oc(=O)cc(CN3CCCCC3C)c2cc1Cl (stereo unspecified)
→ -16.5	-5.9	-2.2	-2.4	-3.0	-7.0	0.6	i	-3.0	34.1
O=C(/C=C/c1ccccc1)NCCS(=O)(=O)N1CCN(c2ccccc2F)CC1
→ .	3.1	11.9	.	.	-3.9	3.2	i	-2.0	6.5
CCCCCC(=O)NC(=S)Nc1cccc(-c2nc3ncccc3o2)c1
→ 2.5	8.5	-0.4	-7.7	-3.1	6.7	-0.8	i	6.1	10.0
Cc1cc(NC(=O)CCC(=O)N(CC(=O)NC2CCCC2)Cc2cccs2)no1
→ -13.0	?	21.8	2.9	-1.5	16.3	-2.2	i	5.3	25.4
COc1ccc(N=Cc2nc(-c3ccccc3)oc2OC(C)=O)cc1
→ -18.5	-11.1	14.3	-8.7	-0.8	-10.1	4.2	i	-1.3	-28.9
COc1ccc(N2CCN(CCCNC(=O)CN3C(=O)COc4ccccc43)CC2)cc1
→ -12.0	-2.1	6.7	-1.2	5.0	4.2	2.9	i	-1.6	-18.1
COC(=O)c1cccc(NC(=O)Cc2ccccc2[N+](=O)[O-])c1C
→ -14.3	8.3	5.4	3.9	4.0	-5.3	2.7	i	-2.4	9.0
CC(=O)NNC(=O)N1Cc2ccccc2Oc2ccc(Cl)cc21
→ .	-8.2	26.4	.	.	-0.8	2.6	i	-3.0	-6.2
CSCCC(NS(=O)(=O)c1cc(C(=O)O)ccc1Cl)C(=O)O (stereo unspecified)
→ -17.1	41.0	6.4	1.6	-0.8	10.7	-0.8	i	-3.4	8.7
CCOc1ccccc1NC(=O)c1cc(-c2ccncc2)nc2c(Cl)cccc12
→ -10.5	5.1	6.9	2.4	3.7	5.1	0.0	i	.	-4.9
CN(C)CCNC(=O)c1ccc(Cl)s1
→ 23.7	0.6	41.2	-2.6	0.0	-2.7	-1.1	i	-1.6	-5.5
CS(=O)(=O)CC(=O)Nc1ccc2nc3n(c(=O)c2c1)CCCCC3
→ -1.2	-1.3	26.1	2.7	0.7	-0.2	1.4	i	-3.7	7.3
Cc1ccc2sc(N(CCCN(C)C)C(=O)CN3C(=O)c4ccccc4C3=O)nc2c1C
→ -37.5	2.0	-38.4	2.0	3.4	-1.0	-2.5	i	3.6	-24.0
CC(=O)c1ccc(OCCOc2ccc([N+](=O)[O-])cc2)cc1
→ -26.6	-1.7	-3.9	2.8	0.6	-2.2	-0.4	i	-1.9	-15.7
COC(=O)c1ccc(COC(=O)c2cccnc2Cl)cc1
→ -30.0	23.8	-1.7	6.4	0.8	5.8	2.5	i	5.6	-68.3
CC(=O)NC(Cc1cccc(F)c1)C(=O)NC1CCN(c2nnnn2-c2ccccc2)CC1 (stereo unspecified)
→ -6.4	3.7	5.4	-4.3	0.5	-5.2	0.9	i	-2.6	-7.5
CCCCc1nnc(NC(=O)CC(=O)Nc2ccccc2C(=O)O)s1
→ -6.1	2.0	21.4	-12.2	-1.1	-4.9	-2.4	i	.	26.1
CCCS(=O)(=O)c1c(S(=O)(=O)CCC)c2c(N)cccn2c1C(=O)c1ccc(OC)cc1
→ -2.7	4.4	25.4	11.3	0.4	9.0	0.2	i	-3.4	20.4
CCOC(=O)C(=CN(CCc1ccccc1)CC(=O)OC)C(=O)OCC
→ -23.6	3.4	13.8	-3.4	2.8	1.8	1.4	i	-2.3	-16.5
CCOC(=O)Cc1csc(SCC(=O)N2CCN(c3ccc(OC)cc3)CC2)n1
→ -0.8	32.0	-4.2	-0.9	0.3	3.9	2.1	i	-1.8	27.3
COc1ccc(C2=NN(C(=O)c3ccccc3)C(c3ccc(OC)c(OC)c3)C2)c(O)c1 (stereo unspecified)
→ -17.5	7.9	7.1	-2.2	-1.3	8.4	13.8	i	.	16.9
CN(C)c1ccc(C2OC(=O)C(C)(C)C(=O)C2(C)C)cc1 (stereo unspecified)
→ 16.9	-19.4	17.1	-1.8	0.3	-5.0	2.9	i	-0.9	-3.8
Cc1ccccc1OCC(=O)Nc1ccc(S(=O)(=O)N2CCOCC2)cc1
→ 7.3	10.5	-32.7	-2.2	9.4	-2.9	2.3	i	.	-0.6
O=C(CP(=O)(CO)CO)c1ccc(Cl)cc1
→ -31.5	-1.8	36.9	-3.2	0.2	-4.4	1.2	i	-0.5	5.1
COc1ccccc1NC(=O)CC(=O)c1ccccc1
→ -52.4	1.3	-8.4	4.0	-7.0	-3.5	0.9	i	-2.8	-18.9
CCOC(=O)C1=C(C)Nc2ncnn2C1/C=C/c1ccccc1 (stereo unspecified)
→ 2.4	37.9	3.2	0.1	2.2	19.7	2.1	i	-0.9	33.1
CCCc1cnc(N2CCN(C(=O)c3ccccc3)CC2)nc1
→ -45.3	2.5	17.5	2.0	2.8	-3.3	-1.1	i	-3.3	3.9
O=C(CCC(=O)N1CCOc2ccccc21)NCc1cccnc1
→ -27.1	8.4	1.1	-4.4	-3.4	4.0	1.4	i	-2.0	-26.4
COc1ccc(C(=O)CCC(=O)Nc2cc(Cl)c(O)c(Cl)c2)cc1
→ -18.5	-5.4	10.9	-1.6	-1.4	-4.3	4.4	i	0.1	8.6
COc1ccccc1CCNC(=O)Cn1ccc2cc(S(=O)(=O)N3CCC(C)CC3)ccc21
→ -11.5	16.9	3.4	-1.7	0.1	3.8	-1.2	i	-2.5	25.2
N=C1/C(=C/c2cccn2Cc2ccc(Cl)cc2)C(=O)N=C2SC=CN12
→ -0.8	-21.6	25.9	-3.4	-2.6	-12.2	0.3	.	-0.6	-17.6
Cc1ccc(OCCn2cc(C#N)c3ccccc32)cc1
→ -30.1	1.4	5.3	4.4	9.7	14.7	-4.4	i	-0.5	8.2
O=C(NCc1ccc(F)cc1)C1CCCN(C(=O)Nc2ccccc2)C1 (stereo unspecified)
→ 4.9	.	11.7	-2.7	-0.1	.	-2.1	.	-1.2	17.8
COCCn1c(SCc2ccc(Cl)cc2)nc2c1c(=O)[nH]c(=O)n2C
→ .	58.2*	8.7	.	.	17.0	0.6	i	-3.1	7.1
COC(=O)c1ccc(/C=N\N2CCN(c3ccccc3)CC2)cc1
→ -139.1	-9.3	-10.8	-5.0	-0.9	3.0	2.4	i	1.7	-126.6
CCOC(=O)c1cnn2c(N)c(C#N)nnc12
→ -20.4	5.3	16.2	2.9	-0.5	3.0	2.7	i	-0.4	-13.4
COc1ccccc1/C=N/NC(=O)c1nnn(-c2nonc2N)c1-c1cccs1
→ -1.7	12.6	28.6	-2.1	-1.0	9.5	1.2	i	47.9	-80.1
CC(C)C[C@H](NC(=O)c1[nH]cnc1C(=O)N[C@@H](C)C(=O)OCc1ccccc1)C(=O)OC(C)(C)C
→ 5.0	-3.5	1.8	1.7	-5.2	5.4	0.3	i	-0.9	9.0
Cn1c(=O)c2c(nc(N3CCOCC3)n2C/C=C/c2ccccc2)n(C)c1=O
→ -12.6	-4.1	14.6	0.9	0.4	-0.9	1.7	i	-0.3	8.1
Cc1oc(C)c(C(N)=O)c1C(N)=O
→ -10.6	-31.3	18.4	-0.9	0.6	-5.7	-1.1	i	-2.5	26.0
CC(NCCc1ccc(O)cc1)C(O)c1ccc(O)cc1 (stereo unspecified)
→ -19.8	-10.1	20.8	-6.1	1.2	5.1	0.7	i	-1.1	5.0
Cc1cccc2cc(CN(Cc3ccco3)C(=O)c3cccs3)c(=O)[nH]c12
→ -21.4	1.3	2.4	0.9	-0.7	10.1	-2.6	i	-1.8	-3.7
CCCCC(=O)Nc1nnnn1CCC
→ 0.3	7.9	13.9	-4.1	0.9	-6.6	1.2	i	-2.8	3.9
COc1ccc(N(CC(=O)N/N=C/c2ccco2)S(=O)(=O)c2ccccc2)cc1Cl
→ -28.3	5.2	3.4	0.7	2.8	7.2	0.2	i	-4.4	-16.0
O=C(c1cnn2c(C(F)(F)F)cc(-c3ccc(Br)cc3)nc12)N1CCOCC1
→ -3.5	-17.3	21.4	-1.0	-1.6	0.2	-0.1	i	.	8.8
CCNCCNc1ccc(Cl)cc1[N+](=O)[O-]
→ -14.8	10.1	0.6	3.5	9.9	-2.3	-2.0	i	-1.6	27.0
CCOC(=O)C1=C(CS(=O)(=O)c2ccccc2)NC(=O)NC1c1cc(OC)c(O)c(OC)c1 (stereo unspecified)
→ -29.2	-7.6	15.9	3.8	-4.5	1.3	-2.9	i	-1.0	-22.9
COCCn1c(C)cc(C(=O)CN2CCCCC2)c1C
→ -48.9	23.6	15.6	-6.8	0.6	3.2	-1.1	i	-3.3	-14.6
O=C(NCCN1CCCC1)C(c1ccccc1)c1ccccc1
→ -8.8	-3.2	-4.3	-4.8	6.2	5.7	1.4	i	-2.2	-12.4
O=C1CSC(c2cccc([N+](=O)[O-])c2)N1c1ccccc1F (stereo unspecified)
→ -22.9	-0.6	18.4	7.2	2.4	7.3	2.4	i	-1.4	-5.2

Source: PubChem BioAssay
